Bioassay records as filed in PubChem BioAssay.
M4 ag = agonists of human muscarinic M4 receptor (CHRM4); P08173; CHO-K1 hM4/Gqi5, Fluo-8 calcium fluorescence; vehicle 0%, full acetylcholine response 100%; activation, % at 3 µM; 360,000 tested, 0.14% active; AID 624127;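 active = activation above the run mean over all test wells plus 3 SD, cut at about 32% in these data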;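 note: peak over basal fluorescence ratio per well then scaled between controls; 0% = DMSO wells and 100% = acetylcholine at EC100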
Target sequence (P08173 whole entry, looked up): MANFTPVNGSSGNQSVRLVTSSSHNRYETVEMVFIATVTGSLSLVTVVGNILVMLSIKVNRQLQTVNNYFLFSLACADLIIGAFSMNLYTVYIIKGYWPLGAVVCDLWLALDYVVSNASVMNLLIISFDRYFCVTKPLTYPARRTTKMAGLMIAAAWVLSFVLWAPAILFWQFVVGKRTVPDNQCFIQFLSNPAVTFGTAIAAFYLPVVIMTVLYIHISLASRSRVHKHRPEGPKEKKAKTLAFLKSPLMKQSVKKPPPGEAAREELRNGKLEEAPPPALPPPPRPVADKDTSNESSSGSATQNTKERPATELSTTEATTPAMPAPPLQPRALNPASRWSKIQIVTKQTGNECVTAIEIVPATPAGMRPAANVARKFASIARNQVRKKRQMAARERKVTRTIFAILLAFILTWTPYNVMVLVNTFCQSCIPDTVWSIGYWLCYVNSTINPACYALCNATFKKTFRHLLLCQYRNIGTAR
CHRM4 PAM = CHRM4 positive allosteric modulation | 360,000 tested, 0.4% active | P08173 | AID 624126 | CHO-K1 hM4/Gqi5, Fluo-8 calcium fluorescence, ACh EC20; 0% = ACh EC20, 100% = maximal ACh | activation, % at 3 µM;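 active = activation above its plate's cutoff, the mean activation of sample wells plus 3 SD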; note: some results filed as inactive read as strong as hits
CHRM5 agonist = CHRM5 agonism in calcium assay; 360,000 tested, 0.19% active; activation, % at 3 µM; CHO-K1 hM5 cells, Fluo-8 calcium fluorescence; 0% DMSO wells, 100% maximal acetylcholine response; P08912;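 active = activation above the run's mean over test compounds plus 3 SD, cut at about 23% in these data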;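 note: signal is peak over basal fluorescence ratio across the kinetic read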
M4 antag = CHRM4 antagonism in calcium assay; P08173; CHO-hM4 cells, ACh EC80, Fluo-8 calcium fluorescence; inhibition, % at 3 µM; 360,000 tested, 0.73% active; AID 624125;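 active = inhibition above its plate's cutoff, the mean inhibition of sample wells plus 3 SD, cut at about 27% in these data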;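 note: 0% = acetylcholine EC80 with DMSO and 100% = DMSO without agonist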
CHRM1 antagonist = antagonists of human M1 muscarinic receptor | CHO-K1 hM1, Fluo-8 calcium fluorescence, ACh EC80 antagonist | inhibition, % at 3 µM | P11229 | 360,000 tested, 1.3% active;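 active = percent inhibition above its own plate's cutoff, namely the mean of that plate's compound wells plus 3 SD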;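 note: peak over basal fluorescence ratio during 140 s after agonist addition; 0% = ACh EC80 plus DMSO and 100% = DMSO alone without agonist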
Target sequence (P11229 whole entry, looked up): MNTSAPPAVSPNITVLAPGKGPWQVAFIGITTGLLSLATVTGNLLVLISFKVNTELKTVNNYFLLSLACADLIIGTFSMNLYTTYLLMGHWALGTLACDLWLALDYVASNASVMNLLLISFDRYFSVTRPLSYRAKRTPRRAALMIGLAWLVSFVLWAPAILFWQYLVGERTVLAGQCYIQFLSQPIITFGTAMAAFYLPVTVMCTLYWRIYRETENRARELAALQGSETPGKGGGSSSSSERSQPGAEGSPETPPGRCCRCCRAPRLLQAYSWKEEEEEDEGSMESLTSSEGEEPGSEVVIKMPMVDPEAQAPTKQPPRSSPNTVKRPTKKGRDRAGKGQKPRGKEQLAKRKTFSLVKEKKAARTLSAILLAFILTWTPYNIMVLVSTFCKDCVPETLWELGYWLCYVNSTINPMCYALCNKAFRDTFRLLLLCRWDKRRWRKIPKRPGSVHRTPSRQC
M1 PAM = potentiates human M1 receptor response to acetylcholine; P11229; CHO-K1 hM1, Fluo-8 calcium fluorescence, ACh EC20; 0% = ACh EC20, 100% = maximal ACh; activation, % at 3 µM; 360,000 tested, 0.088% active; AID 588819; in the data active = activation above about 19%, passing the limit was not always enough
CRFR2-BP ag = CRF-BP/CRF-R2 complex agonism; AID 588473; 350,000 tested, 0.46% active; activation, % at 13.2 µM; HEK293 CRF-R2/CRF-BP, calcium dye fluorescence (FLIPR); percent of saturating CRF peptide response;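 active = activation of at least 50%, plus an integration ratio under a set limit after plate pattern correction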;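 note: plate controls were neutral control wells without compound for no effect and CRF at EC100 for full effect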
CHRM5 PAM = potentiates acetylcholine response at human M5 receptor. P08912. CHO-K1 hM5, Fluo-8 calcium, ACh EC20 PAM; 0% = ACh EC20, 100% = ACh EC100. activation, % at 3 µM. 360,000 tested, 0.3% active;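 active = activation above the run cutoff, the mean activation of all test compounds plus 3 SD, cut at about 18% in these data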
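system = human M5 receptor in CHO-K1 cells | compound = one concentration, 3 µM final (nominal) | schedule = Post-acetylcholine fluorescence recording 140 s | signal = Fluo-8 calcium dye fluorescence, kinetic read | benchmarks = low control EC20 acetylcholine (0%), high control EC100 acetylcholine (100%) | repeats = singlicate, one well per test compound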
M5 antag = CHRM5 antagonism in calcium assay | P08912 | CHO-hM5 cells, Fluo-8 calcium fluorescence, ACh EC80 | inhibition, % at 3 µM | 360,000 tested, 0.59% active;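 active = inhibition above a per-plate cutoff, the mean of that plate's test compounds plus 3 SD, cut at about 27% in these data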;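 note: 0% = acetylcholine EC80 with DMSO and 100% = DMSO without agonist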
The depositor's hits bear a star; x = not tested or not shown. This is a random part of the collection; overall some 2.8% were active at least once.

SMILES | CHRM1 antagonist | M1 PAM | M5 antag | M4 antag | CHRM5 agonist | CRFR2-BP ag | CHRM5 PAM | CHRM4 PAM | M4 ag
O=C(CSc1nc(Cc2ccccc2)nc2ccccc12)Nc1ccc2c(c1)OCCO2 | -3.8 | 8.2 | -15.8 | -4.7 | 1.4 | 1.7 | 1.2 | 0.1 | -1.3
CCC1CN(C(=O)N2CCC(C(=O)NCc3ccc(C)o3)CC2)c2cc(C)ccc2O1 (stereo not given) | -2.7 | -6.8 | 0.6 | -2.4 | 5.1 | -0.3 | -5.0 | -9.0 | 18.4
CC1(/[N+]([O-])=C/c2ccc(F)cc2)CCCCC1=O (stereo not given) | -22.3 | 17.7 | 8.2 | 7.2 | 0.9 | -2.7 | 6.3 | 17.1 | 0.7
CN1CCN(c2ccc(CNC(=O)C3Cc4c(-c5cccc(F)c5)ccnc4O3)cc2)CC1 (stereo not given) | -8.2 | -0.7 | 13.5 | -11.3 | -1.3 | x | -8.0 | -3.3 | 1.4
CCCn1c(NCc2cc(C)ccc2O)nc2ccccc21 | -11.8 | 6.8 | -0.4 | -0.2 | -7.4 | -1.2 | 3.8 | 1.4 | 1.8
CN(CC(=O)Nc1ccc(F)c(F)c1F)C(=O)c1ccc(N2CCCC2=O)cc1 | -6.9 | 7.9 | 6.6 | -2.6 | 0.2 | 0.6 | 6.5 | 5.9 | 0.3
CN(C(=O)CSc1nnc(NC2CCCCC2)s1)C1CCS(=O)(=O)C1 (stereo not given) | -30.5 | 10.9 | 2.1 | 0.5 | -3.7 | -1.7 | 2.9 | 2.6 | 0.1
COc1ccccc1C(=O)Nc1nnc(S(=O)(=O)N2CCCCCC2)s1 | -3.3 | 2.5 | 0.9 | -18.2 | 2.4 | 2.8 | -7.3 | 2.4 | 1.1
Cc1cccc(NC(=S)NNC(=O)c2csc3c2CCCC3)c1 | -10.2 | 2.5 | -8.3 | 4.4 | -0.2 | -0.1 | -7.6 | 2.0 | 1.9
COc1ccc(CCCc2nnc(SCC(=O)Nc3cc(C)c(C)cc3Br)o2)cc1 | -6.7 | 0.9 | 8.8 | -3.8 | -5.2 | 4.7 | -3.4 | -6.8 | -1.2
O=C(COC(=O)c1cccs1)Nc1ccccc1 | -10.6 | 9.8 | -6.0 | -2.1 | -1.0 | 2.5 | 8.6 | 6.0 | 1.2
CCOC(=O)C1Nc2c(cc(C(F)(F)F)cc2[N+](=O)[O-])C2c3ccccc3CC12 (stereo not given) | -13.5 | 9.2 | 8.7 | -16.5 | -0.2 | -0.8 | 4.3 | 0.0 | 0.6
CC(=O)c1ccc(OCC(=O)Nc2ccc3c(c2)CCC3)cc1 | -2.9 | 4.5 | -1.0 | 3.8 | -4.9 | 0.8 | -3.3 | 10.0 | 1.8
COc1ccc(OC)c(C2CC(=O)c3c([nH]c(C(=O)OC(C)C)c3C)C2)c1 (stereo not given) | -12.6 | 3.0 | -4.5 | -16.3 | -1.1 | -1.0 | 0.0 | 6.2 | 1.2
CS(=O)(=O)c1ccccc1-c1nnc(NC(=O)CCS(=O)(=O)c2ccc(Cl)cc2)o1 | 5.6 | -3.8 | 4.3 | -2.5 | 1.0 | 0.7 | -6.0 | 0.9 | -0.1
CC(C)(C)OC(=O)N1O[C@H]2C[C@@H]1[C@@H]1[C@@H]2N=NN1C12CC3CC(CC(C3)C1)C2 | -18.4 | 7.8 | -11.9 | -7.1 | -1.4 | -2.9 | 1.3 | -3.1 | 0.4
Cc1ccccc1NC(=O)COC(=O)C1=COCCO1 | -7.8 | 8.3 | 1.3 | 0.7 | 2.3 | 0.2 | -4.7 | 10.9 | 0.7
Cc1cc(C)nc(N(C#N)Cc2ccccc2)n1 | -5.6 | 8.9 | 7.7 | -3.4 | -2.2 | 0.2 | 2.9 | 8.2 | -0.3
O=[N+]([O-])c1ccc2nonc2c1Nc1ccccc1 | -3.5 | 9.1 | 7.2 | -3.5 | 0.8 | -0.5 | -1.9 | 1.5 | -1.5
COc1ccc(/C=N/NC(=O)c2nc(-c3ccccc3)cc(-c3ccccc3)n2)cc1OC | 6.9 | -3.1 | 12.9 | -1.6 | 1.6 | 8.0 | -14.0 | -1.4 | 13.3
CCCOc1ccc(C(=O)NNC(=S)NC(=O)c2ccco2)cc1 | 17.4 | -17.9 | 30.6* | 19.3 | 59.7* | 137.2* | -29.0 | -48.5 | 126.2*
COc1ccc(C(CNC(=O)c2ccc(C)c(S(=O)(=O)N3CCCCC3)c2)N(C)C)cc1OC (stereo not given) | -6.5 | 7.4 | 1.1 | -1.1 | -1.8 | 8.4 | -2.7 | -11.1 | -0.3
COc1cc2oc(=O)c(Br)c(C)c2c(OC)c1OC | -1.1 | -0.4 | -4.0 | -1.6 | -3.8 | -1.5 | 4.1 | 10.9 | 0.2
Cc1ccc(N(C(=O)C(F)(F)F)C(C(=O)NC2CCCCC2)c2cccs2)cc1C (stereo not given) | -15.0 | -1.6 | -7.2 | -1.9 | 4.2 | 0.3 | 1.0 | 4.6 | 0.5
CC(C)OCCCNC(=O)CN1C(=O)/C(=C/c2ccccc2F)Oc2ccccc21 | 10.6 | -4.8 | 8.3 | 8.0 | -1.5 | 0.0 | -4.2 | -6.3 | -0.3
C=CCn1cc(C(=O)OCC)c(=O)c2cc(F)c(F)cc21 | -16.1 | 8.6 | 1.5 | 5.7 | 0.4 | 16.4 | 1.6 | 2.0 | -0.8
COc1ccc(S(=O)(=O)N(C)C)cc1NC(=O)COC(=O)Cn1cnc2ccccc2c1=O | 3.1 | -1.0 | -1.6 | -1.0 | 0.6 | 2.7 | -1.5 | -1.0 | 0.9
CCN(CC)CCn1c(NC(=O)c2ccc(C(F)(F)F)cc2)nc2ccccc21 | 4.8 | -8.0 | 7.1 | -11.7 | -3.3 | 0.3 | -7.8 | 11.8 | 1.6
CCOc1ccc(C(=O)c2nc3c(n2O)CCCCC3)cc1 | -2.6 | 5.1 | 1.9 | 2.4 | -4.1 | -0.6 | -1.4 | 8.4 | 3.1
O=C(Nc1ccccc1)C1CC(=O)n2c(nc3ccccc32)N1 (stereo not given) | -7.7 | 3.6 | 15.7 | 3.5 | 0.3 | 4.4 | 1.9 | -3.7 | 0.1
O=C(CCCO)N/N=C/c1ccccc1[N+](=O)[O-] | -3.0 | 3.4 | -3.2 | 0.5 | -1.1 | 7.2 | -0.6 | 8.3 | 0.3
Cc1ccc(S(=O)(=O)N(Cc2ccccc2)c2ccccc2C(=O)N2CCCCC2)cc1 | -7.7 | 5.9 | 3.1 | -7.7 | -6.4 | 1.7 | -4.4 | -5.5 | 2.0
O=C1CC2(CCCCCC2)Oc2ccccc21 | 3.6 | 0.6 | 6.7 | 0.1 | 2.3 | -3.4 | 3.6 | 0.1 | 2.5
Oc1ccc(Br)cc1/C=N/n1c(C2CCCCC2)n[nH]c1=S | 18.4 | -5.0 | 7.6 | 5.3 | -1.1 | 2.3 | -1.6 | -8.7 | 0.4
COC(=O)N/N=C/c1cn(CCCOc2ccccc2)c2ccccc12 | 13.2 | -6.8 | -2.5 | -9.1 | 0.8 | 0.6 | -2.3 | -5.1 | 4.9
CC(C)NC(=O)CSc1nc(-c2cccs2)cc(-c2ccccc2)c1C#N | 0.0 | 2.7 | 3.0 | 1.3 | 0.2 | 1.8 | -1.0 | 4.9 | 0.0
Cc1nc(N2CCN(C(=O)COc3ccccc3)CC2)c2c(C)c(C)sc2n1 | -4.2 | 3.7 | 7.4 | -3.2 | -4.6 | -1.6 | 6.5 | 0.1 | -0.3
NC(=O)Cc1ccc(Nc2nnc(-c3ccccc3)c3ccccc23)cc1 | -1.1 | -1.6 | -6.8 | -2.2 | 0.5 | -0.5 | 5.0 | 6.5 | 0.6
CCOc1ccc(S(=O)(=O)Nc2cccc(OC)c2)cc1 | -1.9 | -0.3 | 3.4 | 11.0 | 0.7 | -1.0 | -2.8 | -9.5 | 3.2
Cc1ccsc1/C=C(\C(=O)c1ccc(OC(C)C)cc1)c1nc2ccccc2o1 | 2.0 | 3.2 | 5.1 | 2.6 | -1.3 | 2.9 | -5.2 | -3.8 | -0.3
CS(=O)(=O)c1ccc(Cl)c(C(=O)Nc2ccc3nc(N4CCOCC4)sc3c2)c1 | 4.6 | -3.4 | -7.7 | 0.2 | 1.9 | 0.0 | -2.6 | 6.0 | 5.5
CN(C)c1ccc(/C=C/C(=O)c2ccc3c(c2)OCCO3)cc1[N+](=O)[O-] | 2.5 | -0.2 | -2.8 | -2.2 | -7.0 | -0.2 | 2.9 | -5.1 | 2.0
COc1ccc(-c2oc3ccccc3c2C(=O)OCc2ccccc2)cc1 | 1.6 | 2.9 | 9.5 | -3.3 | 5.5 | 2.0 | 6.4 | 17.5 | 1.7
O=C(NN=Cc1ccccc1O)C1CC1 | -10.9 | 3.4 | 8.3 | -0.4 | 0.1 | 0.1 | -4.4 | 1.1 | 0.5
Fc1cc(F)cc(-c2c(-c3ccccc3)ncc3ccc(F)cc23)c1 | -10.7 | 6.5 | 6.4 | 3.6 | -3.9 | -4.2 | -4.5 | -0.5 | -0.7
O=C(CSc1nnc(-c2ccccc2O)o1)Oc1ccc(OCc2ccccc2)cc1 | -10.8 | 6.8 | 1.6 | 1.3 | 1.5 | 6.8 | 2.5 | 10.8 | 0.2
COc1ccc(C2=NN(C(=O)CCC(=O)O)C(c3ccc(Br)cc3)C2)cc1 (stereo not given) | -10.3 | 6.5 | 6.9 | -6.4 | -1.1 | -2.4 | -1.6 | 0.6 | 1.6
CCOC(=O)c1c(C)[nH]c(C(=O)COC(=O)c2ccncc2)c1C | -12.4 | 0.9 | -8.8 | -14.5 | 1.5 | -1.4 | -3.6 | 1.8 | 6.2
Cc1cc(C2=NNC(=NC3CC3)SC2)c(C)n1-c1c(C)n(C)n(-c2ccccc2)c1=O | -4.2 | -5.3 | 11.5 | -0.1 | -2.9 | 0.3 | -7.4 | -0.1 | 0.8
CCn1c(CNc2nc(-c3ccccc3)cs2)nnc1SCC(=O)NCc1ccco1 | 0.5 | -1.8 | -13.2 | 4.5 | -3.7 | -0.9 | 3.3 | 14.5 | 0.3

(list continues)
SMILES | CHRM1 antagonist | M1 PAM | M5 antag | M4 antag | CHRM5 agonist | CRFR2-BP ag | CHRM5 PAM | CHRM4 PAM | M4 ag
Cc1ccc(C(=O)Nc2ccccc2)cc1S(=O)(=O)Nc1ccc(Cl)cn1 | -5.1 | 11.8 | -1.8 | -2.8 | -2.1 | 1.9 | 3.1 | 0.6 | 0.6
Cc1nc(CNS(=O)(=O)c2cccc(F)c2)cs1 | 1.4 | -5.3 | 4.3 | 14.0 | -0.4 | 0.7 | 1.2 | -1.2 | 0.5
O=C(O)c1cccc(-n2c(O)c(C=C3N=c4ccccc4=N3)sc2=S)c1 | -7.6 | 0.7 | 11.3 | -7.2 | 4.5 | 0.7 | -2.2 | 0.1 | 1.5
Cc1ccc(OCC(=O)Nc2ccccc2C(N)=O)cc1 | -3.9 | -1.7 | 19.1 | 11.2 | -1.6 | -0.6 | -8.6 | -7.9 | 0.6
CC(C)(C)NC(=O)C(c1ccc(-c2ccccc2)cc1)n1c(=O)c(-c2cc3ccccc3[nH]2)nc2ccccc21 (stereo not given) | x | x | -12.9 | -14.0 | 3.0 | x | 3.2 | 3.0 | 1.1
